Nrf2 activator – qHTS of Nrf2 Activators; Potency, µM (titrated, usually from 46.1 µM), for the others: at the highest dose activation, most hits filed as activators; 410,000 tested, 0.31% active; AREc32 ARE-luciferase reporter (MCF7-derived line), luminescence, 24 h; AID 624171, 2012; also: potency is read from the fitted curve at half-maximal effect; % of control where 0% means no effect; nearly all actives have a fitted effect of over 65% in size
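AREc32 cells carrying an ARE-driven firefly luciferase, 1000 cells/well in OPTI-MEM with 5% FBS, dosed after overnight attachment and incubated 24 hr at 37 deg C. Steady-Glo luminescence read after 30 min at RT.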
ATXN viability – Viability Counterscreen for Primary qHTS for Inhibitors of ATXN expression; S2 cells (HEK-293 line with an ATXN2-luciferase reporter) viability, CellTiter-Fluor protease fluorescence, 24 h; Potency, µM (series often up to 56.7 µM), usual class: cytotoxic; 400,000 tested, 0.49% active; AID 651635, 2014; also: potency is read from the fitted curve at half-maximal effect; nearly all actives have a fitted effect of over 40% in size
Akt phos inh – HTS Assay for Inhibitors of Akt Phophorylation: Primary Screen; Neuro2A IGF-stimulated pAkt S473 HTRF, 20 min; active compounds read low; activity change, % for hits at 50 µM; 360,000 tested, 0.32% active; in the data active = activity change below about -80%; inconclusive = mostly about -51% to -80%; also: % is scaled to controls: 0 for no effect and ±100 for the full control effect
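Single-point screen (50 µM final compound) in Neuro2A cells stimulated 20 min with 6 nM IGF at 37 deg C. After lysis, Ser473-phosphorylated Akt read by HTRF (ex 330 nm, em 615/665 nm) as the 665/615 ratio.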
A549 viability – Nrf2 qHTS screen for inhibitors: counterscreen for cytotoxicity; A549 ARE-Fluc cells, CellTiter-Fluor viability, 18-24 h; Potency, µM (highest dose often 46 µM), for inactives: at the highest dose activity change, negative = cytotoxicity, most hits filed as inhibitors; 390,000 tested, 0.16% active; AID 504648, 2011; also: potency is read from the fitted curve at half-maximal effect; % is scaled to controls: 0 for no effect and ±100 for the full control effect
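A549 ARE_Fluc cells in 5% FBS OPTI-MEM were exposed to compounds in concentration-response for 18-24 h at 37 deg C. Viability was read by CellTiter-Fluor fluorescence (Ex 405/Em 525) after 30 min, before the luciferase read.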
HepG2 viability – qHTS for Inhibitors of TGF-b: Cytotox Counterscreen; HepG2 CAGA-GFP viability, ATP luminescence, 18 h; Potency, µM (doses to about 46.1 µM), for inactives: top-dose activity change, negative = cytotoxicity, most hits filed as cytotoxic; 410,000 tested, 0.76% active; AID 588856, 2011; also: potency is read from the fitted curve at half-maximal effect; some results filed as inactive show a strong effect at the top dose
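HepG2 CAGA-GFP cells (1000/well, DMEM with 1% FBS) received compound, then TGF-beta at 500 pg/mL final, and were incubated 18 hours at 37 degrees C. Viability was read by CellTiter-Glo luminescence. Media-only wells were set as complete cell-killing and DMSO as no toxicity.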
Nrf2 inh – Nrf2 qHTS screen for inhibitors; Potency, µM (series often up to 46 µM), inactives show at the top dose activity change, negative = inhibition, hits mostly inhibitors; 360,000 tested, 2.1% active; A549 ARE-Fluc reporter, luciferase luminescence, 18-24 h; also: potency is read from the fitted curve at half-maximal effect; % is scaled to controls: 0 for no effect and ±100 for the full control effect; nearly all actives have a fitted effect of over 60% in size
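Nrf2 function is reported as luminescence of an ARE-controlled luciferase in A549 cells. Compounds were tested at several concentrations, and a CellTiter-Fluor read on the same wells flagged cytotoxicity.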
TGFb inhibitor – qHTS for Inhibitors of TGF-b | HepG2 CAGA-GFP TGF-b/SMAD3 reporter, GFP fluorescence, 18 h; TGF-beta stimulated, 500 pg/mL final | Potency, µM (highest dose often 46.1 µM), for the others: at the highest dose activity, negative = inhibition, actives largely listed as inhibitors | 410,000 tested, 1.2% active; also: potency is read from the fitted curve at half-maximal effect; % is scaled to controls: 0 for no effect and ±100 for the full control effect; nearly all actives have a fitted effect of over 65% in size
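HEPG2 CAGA-GFP, 1000 cells/well; 2 h settle, 37 C; cpd via pin tool; TGF-b 500 pg/mL final; 18 h, 37 C; GFP imaging ex488/em500-530; %Activity normalised to -TGF-b and +DMSO controls; CRC fit, curve class.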
CCT modulator – High-Throughput Screening for Modulators of Cytosolic Chaperonin Activity; AID 651819, 2012; activity change, % (concentration not given with the values), hits read low; purified chaperonin ATPase assay, HTRF ADP detection, 30 min; 360,000 tested, 0.3% active; in the data active = activity change below about -30%; also: % is scaled to controls: 0 for no effect and ±100 for the full control effect
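Nucleotide hydrolysis assay: TRiC at 20–40 nM final (set by batch activity) with 10 uM ATP, 30 min at 37 °C, in presence of 76 uM compound. Detection by competitive ADP HTRF, 30 min ambient.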
MmCpn inh – Inhibitors of TCP-1 ring complex (TRiC) of Methanococcus maripaludis (MmCpn): qHTS; purified Mm-Cpn ATPase, ADP Transcreener TR-FRET; Potency, µM (series often up to 76.9 µM), without a hit: at the top dose activity, negative = inhibition, most hits filed as inhibitors; 330,000 tested, 0.031% active; AID 504842, 2011; Chaperonin Mm-Cpn (Methanococcus maripaludis); also: potency is read from the fitted curve at half-maximal effect; % is scaled to controls: 0 for no effect and ±100 for the full control effect; nearly all actives have a fitted effect of over 80% in size
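ATPase turnover read by TR-FRET ADP competition (Eu cryptate antibody/ADP-d2, 665/590 nm): 10uM ATP final, 25nM Mm-CPN final, 30 min 37degC after 10-min compound preincubation, pH 7.4 Tris/KCl/MgCl2/DTT buffer.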
Numbers without * were called inactive; i = inactive; ? = inconclusive; / = not tested or not shown; & = joins results of further samples; [ ] = remark or other dose. Unless noted, calls follow the shape of the dose curve; as a rule, active = well fitted curve in the direction sought with a large enough effect; inconclusive = small, poorly fitted or top-dose-only effect, or another doubt; inactive = no such curve, though single readings can be large; an effect the other way counts as inactive or inconclusive.

SMILES	Nrf2 activator	ATXN viability	Akt phos inh	A549 viability	HepG2 viability	Nrf2 inh	TGFb inhibitor	CCT modulator	MmCpn inh
O=C(NCC1CCCO1)C(C(=O)c1ccccc1)n1cc(Cl)ccc1=O (stereo not drawn)	-0.8%	i	i	-9%	8%	13%	-6%	-5.2	-2%
O=C(Nc1ccncc1)c1ccc(N2CCCC2=O)cc1	2.6%	i	i	-7%	24%	?	-9%	-0.8	2%
O=C(NCc1ccco1)c1cc([N+](=O)[O-])ccc1N1CCOCC1	0.4%	i	i	-7%	-16%	-19%	-15%	-1.7	0%
COc1cc2cc(CN(CCN3CCOCC3)C(=O)Nc3ccc(F)cc3)c(=O)[nH]c2cc1OC	1.6%	i	i	-3%	-17%	-10%	4%	1.3	?
O=C1NC(=O)C(c2ccccc2)(c2ccc(Cl)cc2Cl)N1 (stereo not drawn)	-0.8%	i	i	16%	-2%	?	-1%	0.8	/
Cc1cccc(OC(C)C(=O)OCC(=O)Nc2sccc2C(N)=O)c1 (stereo not drawn)	-0.4%	i	i	3%	12%	3%	11%	-1.5	-4%
CCOC(=O)c1cccc(NC(=O)CCS(=O)(=O)c2cccs2)c1	-0.3%	i	i	-7%	3%	-20%	-18%	-1.7	0%
O=C(CNC1CCCCC1)Nc1ccc([N+](=O)[O-])cc1C(=O)Nc1ccccc1F	0.2%	?	i	-9%	-16%	-19%	-17%	-2.4	-2%
COc1ccc(NC(=O)Cn2c(=O)oc3ccccc32)cc1	-0.3%&-0.5%	i	i	7%&5%	-3%&-2%	4%	1%&0%	-1.4	0%
O=C1CCC(C(=O)OCC(=O)C23CC4CC(CC(C4)C2)C3)N1 (stereo not drawn)	0.2%	i	i	-4%	-1%	5%	6%	-2.8	-1%
C=CCn1c(SCC(=O)NCCc2ccccc2)nnc1C1CC1	1.6%	i	i	3%	1%	18%	-8%	0.5	1%
COCc1[nH][nH]c(=O)c1C=Nc1ccc(Oc2ccccc2)cc1	-0.6%	?	i	1%	-20%	5%	-1%	-2.5	3%
CCOC(=O)[C@@H]1[C@H]2COc3cc(OC)ccc3[C@@H]2N2C(=O)N(c3ccc(C(F)(F)F)cc3)C(=O)[C@]12C	-0.6%	i	i	0%	0%	30%	9%	2.3	1%
COc1ccccc1CNC(=O)COC(=O)c1ncc(Cl)c(Cl)c1Cl	-0.4%	i	i	-2%	0%	11%	14%	-0.9	-2%
Cc1nn(-c2ccccc2)c(=O)c2noc(C)c12	0.0%	i	i	-1%	17%	-5%	-6%	0.7	0%
COc1ccc(CCNC(=O)CCn2c(=O)[nH]c3cc(OC)c(OC)cc3c2=O)cc1OC	0.2%	i	i	-2%	8%	-2%	8%	-0.6	0%
COC(=O)C(Cc1c[nH]c2ccccc12)NC(=O)C(C)C (stereo not drawn)	-0.2%	i	i	0%	-12%	9%	-9%	0.3	4%
CC(C)COC(=O)/C(C#N)=C\c1ccc(-c2ccccc2Cl)o1	5.4%	i	/	-1%	-36%	0%	17%	/	/
COc1ccc(Cl)cc1C(=O)Nn1c(-c2cccs2)nc2ccccc2c1=O	0.3%	i	i	-6%	0%	-28%	0%	-4.8	?
COc1ccc(CCNC(=O)C(CCC(N)=O)NS(=O)(=O)c2ccc(Cl)cc2)cc1OC (stereo not drawn)	-1.0%	i	i	0%	-7%	-11%	-12%	0.0	0%
O=C(O)c1cccnc1Sc1ncnc2sc3c(c12)CCC3	0.3%	i	i	4%	17%	?	4%	0.3	-7%
Cc1cccc(C(=O)Oc2cccc3c(O)cccc23)c1	?	i	i	3%	-59%	11%	?	-0.9	1%
CC(=O)Oc1ccccc1C1=NN(C(=O)/C=C/c2ccccc2)C(c2ccccc2)C1 (stereo not drawn)	5.9%	i	i	-9%	5%	?	0%	0.4	0%
CC(C)CCOc1cccc(C2c3c(oc4ccccc4c3=O)C(=O)N2CCCN2CCOCC2)c1 (stereo not drawn)	-0.7%	i	i	1%	1%	8%	2%	-0.7	/
CCc1nnc(NC(=O)c2cccc(S(=O)(=O)N3CCN(C)CC3)c2)s1	-1.7%	i	i	/	6%	/	11%	-2.5	/
COc1cccc2cc(-c3nnc(SCC(=O)NCCc4ccccc4)n3C)oc12	-0.4%	i	i	-16%	-14%	1%	-2%	0.1	0%
O=C(NCCOC(=O)c1ccccc1C(=O)OCCNC(=O)c1cccnc1)c1cccnc1	-0.3%	i	i	-13%	5%	-14%	-5%	-1.6	2%
Cn1c(CNC(=O)c2ccccc2F)nnc1SCc1ccc(Cl)cc1	0.5%	i	i	-2%	-30%	18%	-6%	-3.6	0%
CC(C)C(=O)N1CCN(CCN2C(=O)c3cccc4cccc(c34)C2=O)CC1	0.2%	i	i	0%	0%	-8%	-9%	-17	-4%
CCOC(=O)c1c(NC(=O)CN2CCOCC2)sc2c1CC(C)(C)OC2	0.4%	i	i	3%	-21%	8%	4%	-3.0	0%
Cc1ccc(Sc2c(C)nn(C(=O)COc3ccccc3)c2C)cc1	3.1%	i	/	11%	-10%	4%	-5%	/	/
CCCCc1nc2ccccc2n1CC(=O)NN	0.4%	i	i	18%	-8%	?	-14%	0.0	0%
CCOC(=O)c1nnn(-c2nonc2N)c1-c1ccc(Br)cc1	-0.1%	/	i	8%	-6%	-9%	-5%	-4.8	0%
NC(=O)[C@@H]1CCOc2c(F)cc([N+](=O)[O-])cc2C(=O)N[C@@H](CO)C(=O)NCC(=O)N1	-1.0%	?	i	-4%	2%	7%	-2%	-0.6	0%
CCn1cc(CN2N=C(C)CC2c2ccccc2)c(C)n1 (stereo not drawn)	0.1%	i	i	6%	-6%	-9%	-4%	-0.9	0%
Cc1cc(NC(=O)CSC2=NS(=O)(=O)c3ccccc3N2)no1	-0.8%	i	i	1%	2%	-4%	0%	-0.3	1%
Cc1ccc(C)c(S(=O)(=O)c2nnn3c2nc(NC(C)C)c2sccc23)c1	0.1%	/	/	?	-43%	?	?	/	/
O=P(OCC1CC1)(c1ccccc1)c1ccccc1	-0.7%	i	i	7%	5%	1%	3%	0.1	1%
Cc1cc(C)cc(NS(=O)(=O)c2c(C(=O)N3CCOCC3)c(C)n(C)c2C)c1	-0.8%	i	i	8%	-1%	9%	6%	-0.4	1%
COc1ccccc1N1CCN(c2ncnc3c2cnn3-c2ccc(C)cc2)CC1	0.3%	i	/	0%	8%	/	-3%	/	/
Cc1oc(-c2ccc(Cl)cc2)cc1C(=O)O	0.1%	i	i	-2%	-8%	?	2%	1.1	0%
CC(=O)c1cccc(NC(=O)COc2nsnc2N2CCOCC2)c1	0.1%	i	i	12%	2%	?	6%	1.3	1%
CCOc1ccc(-c2cnc3cccnn23)cc1	4.0%	/	i	/	3%	/	10%	0.1	/
Cc1ccc(/C=C2/C(=O)ON=C2c2ccccc2)o1	2.7%	i	i	-18%	-7%	?	-25%	-1.3	0%
Cc1ccc(SCCC(=O)N(C)CC(=O)Nc2c(C)cccc2C)cc1	-0.8%	i	i	3%	-42%	1%	-19%	0.3	0%
Cc1cc(NC(=O)CN2C(=O)NC(C)(c3ccccc3Cl)C2=O)no1 (stereo not drawn)	-0.6%	i	i	-3%	4%	-2%	-2%	-2.2	0%
Cc1ccc(NC(=O)CCS(=O)(=O)c2cc(Br)cc3c2N(C(=O)C2CC2)CC3)cc1	-1.3%	i	/	13%	2%	9%	2%	/	/
COc1ccc(-c2cc(-c3ccccc3)nc(Cl)n2)cc1OC	1.4%	i	i	1%	-6%	?	0%	1.4	-3%
COC(=O)c1ccc(OCC(O)CN2CCOCC2)cc1 (stereo not drawn)	-0.7%	?	i	0%	-6%	-15%	1%	0.3	?
Cc1nc2nc(CSc3nc4ccccc4s3)cc(=O)n2[nH]1	0.4%	i	i	-1%	-15%	-18%	-1%	0.1	1%
COc1cccc(C2Oc3ccccc3C3CC(c4cccs4)=NN32)c1 (stereo not drawn)	?	/	i	5%	-9%	18%	3%	-0.5	-1%
COc1ccccc1Nc1c2c(nc3ccc(NC(=O)c4ccc(N(C)C)cc4)cc13)CCCC2	-1.5%	/	/	?	-49%	7%[9.27 µM]	?	/	/
COc1ccccc1CNC(=O)COC(=O)c1cccc(S(=O)(=O)N2CCCCC2)c1	0.4%	i	i	8%	-1%	-3%	12%	3.3	3%
Cc1ccc(CCN2CC(C(=O)NCCCN3CCN(C)CC3)CC2=O)cc1 (stereo not drawn)	0.4%	i	i	0%	7%	3%	9%	0.1	0%
CCc1ccc(NC(=O)CSc2nc3ccccc3c(=O)n2CCCN2CCC(C)CC2)cc1	2.4%	i	i	-18%	-15%	0%	-7%	0.6	2%
